Screens deposited in PubChem by Southern Research Specialized Biocontainment Screening Center.
tuberculosis growth: growth inhibition of non-replicating M. tuberculosis (AID 488890) | Mycobacterium tuberculosis non-replicating, growth inhibition; higher % means a stronger effect | inhibition, % at 25 µM; hits with a dose series show IC50 in µM | hit rate 0.39% among 320,000; in the data active means a potency from the dose series; inconclusive means inhibition mostly from about 82% at the one dose, without a potency; inactive means the rest, 99 in 100 with inhibition below about 76%;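 further: plate controls were DMSO cells for no effect and high antibiotic wells for full effect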
VEEV TC-83 Vero: inhibitors of VEEV TC-83 cytopathic effect, confirmation, Vero cells (AID 588727) | hit rate 0.13% among 350,000 | Vero cells, VEEV TC-83 cytopathic effect inhibition; higher % means a stronger effect | inhibition, % at 20 µM; hits with a dose series show IC50 in µM; in the data active means a potency from the dose series; inconclusive means inhibition mostly from about 14% at the one dose, without a potency; inactive means the rest, 99 in 100 with inhibition below about 12%; further: strong numbers were not always called active
H37Rv inhibition: M. tuberculosis growth inhibition, HTS (AID 449762); M. tuberculosis H37Rv growth inhibition, 7H9 media; higher % means a stronger effect; inhibition, % at 25 µM, or IC50 in µM where a hit was titrated; hit rate 0.59% among 330,000; in the data active means a potency from the dose series; inconclusive means inhibition above about 70% without an active follow-up result;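 further: bacterial growth assessed after seven days of incubation; strong numbers were not always called active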
influenza NS1A: H1N1 influenza NS1A inhibitors, functional cell based assay (AID 504329); NS1A functional cell-based assay, percent inhibition; higher % means a stronger effect; inhibition, % at 12.5 µM; hits with a dose series show IC50 in µM; hit rate 0.3% among 340,000; in the data active means a potency from the dose series; inconclusive means inhibition above about 27% without an active follow-up result; further: strong numbers were not always called active
PhoP GFP inhibition: Inhibition of PhoP regulon, Salmonella typhi GFP reporter cells, confirmation, 4 h (AID 1850) | Salmonella Typhi PhoP-promoter GFP reporter, fluorescence, 4 h; higher % means a stronger effect | one-dose inhibition, % at 50 µM; IC50 in µM for titrated hits | hit rate 0.33% among 310,000; in the data active means a potency from the dose series; inconclusive means inhibition mostly from about 25% at the one dose, without a potency; inactive means the rest, 99 in 100 with inhibition below about 19%;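 further: 0% = induced wells with vehicle and 100% = uninduced wells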
Numbers without * were called inactive; i = inactive; u = inconclusive; x = no result given.

SMILES	tuberculosis growth	VEEV TC-83 Vero	H37Rv inhibition	influenza NS1A	PhoP GFP inhibition
CCCCN(C)CCCNC(=O)c1cc(-c2cccnc2)nc2ccccc12	-10%	0.1%	2%	-9%	-1%
CCCNCc1cc(OCC)c(OCC(N)=O)cc1Br	-9%	0.4%	-8%	5%	-4%
N#CC1=C(N)N(c2ncn[nH]2)C2=C(C(=O)CCC2)C1c1ccc(F)cc1 (configuration not stated)	-5%	0.2%	6%	-2%	-8%
CCOc1cccc(C2C(C(=O)c3ccc(C)o3)=C(O)C(=O)N2Cc2ccccc2)c1 (configuration not stated)	x	3.1%	x	-7%	x
CC1(C)CC(CNCCC(c2ccc(F)cc2)c2ccco2)CCO1 (configuration not stated)	13%	i	1%	-5%	1%
Cc1cc(C)c2nc(NC(=O)CN3C(=O)NC4(CCCC4)C3=O)sc2c1	8%	9.7%	38%	-3%	7%
COC(=O)c1cc(-c2cc(OC)ccc2OC)nc2c1c(=O)n(C)c(=O)n2Cc1ccccc1	-12%	4.2%	5%	4%	-20%
Cc1cccc(S(=O)(=O)NNC(=O)c2cc(-c3ccc(F)cc3)nc3ccccc23)c1	12%	4.0%	-4%	-17%	5%
CCCCC[C@@H]1C=C(C(=O)O)[C@H](c2ccc(Cl)cc2)N1S(=O)(=O)c1ccc(C)cc1	59%	0.4%	-2%	-8%	x
CN(C)c1ccc(/C=N/NS(=O)(=O)c2ccc(Br)cc2)cc1	0%	0.1%	-4%	14%	0%
Cc1ccc(C)c(OCCCCn2cnc3ccccc3c2=O)c1	10%	i	8%	-24%	-3%
Cc1ccn2c(=O)c(NC(=O)c3cccs3)c(C)nc2c1	3%	1.5%	-1%	10%	-6%
Cc1cc(C)cc(NC(=O)CSc2nc3ccncc3[nH]2)c1	-10%	2.6%	2%	6%	-5%
CN(C/C=C/c1ccccc1[N+](=O)[O-])Cc1ccccc1	-1%	i	-9%	3%	-7%
COC(OC)c1ccnc(-c2ccc(OC(=O)c3ccc(F)cc3)cc2)n1	46%	i	57%	-7%	-5%
Cn1nnnc1-c1cc(Br)ccc1NC(=O)c1ccccc1	-13%	2.3%	1%	3%	7%
COc1ccc(-n2nc(C(=O)NCC(=O)Nc3ccc(F)cc3)c3ccccc3c2=O)cc1	-1%	i	6%	1%	-7%
CN(C)S(=O)(=O)c1cccc(C(=O)NCC2CCCCC2)c1	-1%	i	-1%	8%	8%
CN(C)S(=O)(=O)c1ccc(C(=O)NCc2ccco2)cc1	-24%	1.2%	-4%	-3%	-22%
Cc1cccc(N2CCN(C(=O)c3ccc(NC(=O)CC4SC(N5CCCC5)=NC4=O)cc3)CC2)c1C (configuration not stated)	30%	8.2%	-3%	4%	x
O=C(CSc1ccc(-c2ccc(Br)cc2)nn1)N1CCOCC1	6%	0.7%	3%	2%	0%
O=C(c1ccccc1-n1cccc1)N1N=C(C(F)F)CC1(O)C(F)F (configuration not stated)	14%	i	13%	0%	9%
O=C(c1ccc(F)cc1F)N1CCCC(c2nc(-c3ccc(F)cc3)no2)C1 (configuration not stated)	47%	i	8%	-1%	-3%
COc1ccc(NS(=O)(=O)c2cc(NC(=O)C3CC3)ccc2N2CCOCC2)cc1	23%	3.4%	22%	-4%	7%
COc1ccc(NC(=O)NNC(=O)c2ccc(Cl)cc2Cl)cc1OC	-4%	0.3%	-4%	-2%	6%
SMILES	tuberculosis growth	VEEV TC-83 Vero	H37Rv inhibition	influenza NS1A	PhoP GFP inhibition
CCOc1ccc(NC(=O)CN2C(=O)C3CCCN3C2=O)cc1 (configuration not stated)	-35%	i	-8%	4%	-2%
COC(=O)C/C=C/[C@@H](C)[C@@H](/C=N/OC[C@H]1O[C@H](c2ccccc2)C=C[C@@H]1Oc1ccc(OC)cc1)OC	-2%	x	2%	x	2%
Fc1cccc(Cl)c1CNc1ccc(N2CCCC2)cc1	38%	2.7%	67%	24%	1%
CCCCCn1c(=O)c(F)cn(Cc2ccc(OC)c([N+](=O)[O-])c2)c1=O	23%	i	-2%	-1%	-8%
CN(CC1CCN(CCc2cccc(C(F)(F)F)c2)CC1)C(=O)c1ccc(F)cc1F	-2%	i	-5%	-2%	3%
COc1ccc2[nH]c(C(=O)N3CCNCC3)cc2c1OC	x	i	x	-2%	x
c1ccc(CSCCc2ccncc2)cc1	18%	0.8%	2%	-3%	3%
CC1CCN(C(=O)c2nc[nH]c2C(=O)O[C@H](C)c2ccccc2)CC1	4%	1.3%	-5%	5%	x
Cc1ccc(CNC(=O)COc2cc(O)c3c(c2)OC(C)(C)CC3=O)cc1	12%	6.2%	-7%	2%	-4%
O=C1c2ccccc2C(=O)N1CC(O)CN1CCOCC1 (configuration not stated)	-6%	i	-3%	6%	11%
Cc1ccccc1-c1ncc(CN2CCN(C3CCCC3)C(CCO)C2)cn1 (configuration not stated)	15%	0.6%	-3%	5%	24%
Cc1cccc(CN2C3=NCCCN3c3ccccc32)c1	4%	i	1%	1%	38%
Cc1ccc(S(=O)(=O)N(CC2CO2)c2cc(Cl)ccc2Cl)cc1 (configuration not stated)	12%	1.1%	-4%	10%	-9%
COc1ccc2cc(C(C)c3nc4ccccc4c(=O)n3N)ccc2c1 (configuration not stated)	15%	i	1%	12%	-11%
COc1ccc(CCNC(=O)/C(C#N)=C/c2ccc(OCC(=O)NCC3CCCO3)cc2)cc1OC (configuration not stated)	-14%	2.1%	-3%	1%	-2%
CCCCC1CC(CSc2ncn[nH]2)OC1=O (configuration not stated)	-4%	i	3%	-6%	1%
Cc1cc2oc(C(=O)N(Cc3ccccc3)c3ccccn3)cc(=O)c2cc1Cl	-12%	4.5%	1%	x	9%
Cc1c(N2C(=O)c3cccc4cccc(c34)C2=O)cnn1C	-17%	0.3%	-7%	-2%	-1%
Cc1cc2nc(-c3cccc(NC(=O)c4ccc(Br)o4)c3C)oc2cc1C	2%	9.7%	61%	0%	-7%
Cn1ncc(Br)c1C(=O)N1CCCC1	2%	0.1%	-5%	2%	-6%
CCC(CC)C1=NN2C(=N)/C(=C\c3cc(C)n(-c4cccc(C)c4)c3C)C(=O)N=C2S1	-17%	0.3%	-5%	-4%	-1%
Cc1cc(/C=C2\SC(=S)N(Cc3ccco3)C2=O)c(C)n1-c1cccnc1	x	i	x	13%	x
Cc1ccc(C(=O)N/C(=C\c2cn(S(=O)(=O)N(C)C)c3ccccc23)C(=O)NCCCN2CCOCC2)cc1	43%	i	3%	-4%	2%
CN(C(=O)CCN1C(=O)c2ccccc2C1=O)c1ccccc1	-4%	i	0%	-2%	4%
Cc1ccc(-n2ncc3c(=O)n(CC(=O)N(C)C)cnc32)cc1C	-11%	2.2%	2%	-23%	1%

Already shown: seven of the compounds above.
SMILES	tuberculosis growth	VEEV TC-83 Vero	H37Rv inhibition	influenza NS1A	PhoP GFP inhibition
COC(=O)C/C=C/[C@@H](C)[C@@H](/C=N/OC[C@H]1O[C@H](c2ccccc2)C=C[C@@H]1Oc1ccc(OC)cc1)OC	-2%	x	2%	x	2%
Fc1cccc(Cl)c1CNc1ccc(N2CCCC2)cc1	38%	2.7%	67%	24%	1%
CCCCCn1c(=O)c(F)cn(Cc2ccc(OC)c([N+](=O)[O-])c2)c1=O	23%	i	-2%	-1%	-8%
CN(CC1CCN(CCc2cccc(C(F)(F)F)c2)CC1)C(=O)c1ccc(F)cc1F	-2%	i	-5%	-2%	3%
COc1ccc2[nH]c(C(=O)N3CCNCC3)cc2c1OC	x	i	x	-2%	x
c1ccc(CSCCc2ccncc2)cc1	18%	0.8%	2%	-3%	3%
CC1CCN(C(=O)c2nc[nH]c2C(=O)O[C@H](C)c2ccccc2)CC1	4%	1.3%	-5%	5%	x

Continuation:
SMILES	tuberculosis growth	VEEV TC-83 Vero	H37Rv inhibition	influenza NS1A	PhoP GFP inhibition
CN(Cc1cccs1)S(=O)(=O)c1ccc(Cl)cc1F	44%	4.8%	-4%	-17%	x
Cc1ccc2c(c1)N(C(=O)CCC(=O)NCCN1CCOCC1)CC(C)O2 (configuration not stated)	-13%	1.9%	-12%	-3%	-4%
CC(Sc1nc(N)cc(=O)[nH]1)C(=O)Nc1nc2c(s1)CCCC2 (configuration not stated)	-3%	0.7%	12%	6%	8%
CC(C)(C)OC(=O)N1CCC(C(=O)O)CC1	-16%	3.0%	-2%	5%	1%
CCOc1cc(/C=N\Nc2ccc([N+](=O)[O-])cc2)ccc1OCC(=O)Nc1ccc(C)c(C)c1	-2%	1.0%	39%	1%	-8%
COCC(C)n1c(C)cc(C(=O)CSc2ncccn2)c1C (configuration not stated)	-4%	1.8%	-8%	-2%	4%
NC(=O)c1cc(S(=O)(=O)NCCCc2ccco2)cs1	2%	i	-7%	5%	11%
Cc1cc(Cl)ccc1OCC(=O)N1CCCCC1	56%	i	1%	7%	-9%
CC(C)c1nnc(NC(=O)Cc2ccccc2[N+](=O)[O-])s1	-14%	0.6%	-1%	-1%	1%
O=C(Cc1ccc(Br)cc1)Nc1ccc2[nH]ncc2c1	-3%	i	5%	-3%	-5%
COc1ccccc1C(=O)NC(=O)CSc1nncn1C	-11%	1.5%	0%	-5%	0%
CC1CCN(S(=O)(=O)c2ccc(Cl)s2)CC1	-4%	0.7%	4%	-6%	x
Cc1ccc(S(=O)(=O)N2CCN(C(=O)COC(=O)Cc3cccc(C(F)(F)F)c3)CC2)c(C)c1	-1%	4.0%	-2%	-15%	3%
CCn1ncc(/C=N\NC(=O)c2csc3ccccc23)c1C	-16%	1.3%	-1%	11%	30%
O=C(c1ccccc1F)N1CCN(c2cnn(-c3cccc(Cl)c3)c(=O)c2Cl)CC1	13%	8.3%	51%	4%	-8%
CCc1nc(NC(=O)Cc2csc(C)n2)sc1C(=O)OC	15%	1.5%	1%	-24%	10%
CCOc1c(C(=O)CC)cc2c(C)cc(=O)oc2c1C	-3%	1.0%	-1%	2%	-2%
CC1CCC(NCC(=O)Nc2cccc(S(N)(=O)=O)c2)CC1 (configuration not stated)	-7%	0.1%	-6%	1%	-1%
COc1ccccc1/C=C/C(=O)NCC(=O)N/N=C/c1ccc(C)o1	9%	3.5%	-8%	5%	5%
Cc1nc(NC(=O)c2ccco2)sc1-c1csc(Nc2ccc(Cl)cc2)n1	36%	14%	57%	-2%	14%
CCCCC(=O)Nc1ccc(NC(=O)c2cnccn2)cn1	1%	2.1%	-7%	1%	-8%
CNc1nc(-c2ccccc2)[n+](-c2ccc(C)cc2)s1	52%	u	-2%	4%	-6%
N#Cc1c(/N=C\c2ccc(O)c([N+](=O)[O-])c2)sc2c1CCCC2	53%	i	4%	5%	-8%
CN(C)C=NC(=O)c1cc(C(=O)c2ccc(Cl)cc2)c[nH]1	17%	2.6%	5%	-10%	7%
Cc1cccc(N2CC(C(=O)Nc3nnc(SCC(=O)Nc4nccs4)s3)CC2=O)c1 (configuration not stated)	45%	2.3%	x	4%	-3%
SMILES	tuberculosis growth	VEEV TC-83 Vero	H37Rv inhibition	influenza NS1A	PhoP GFP inhibition
CC(=O)Nc1ccc(NC(=O)COC(=O)c2c3c(nc4ccccc24)CCN(Cc2ccccc2)C3)cc1	36%	9.9%	62%	1%	-8%
CCOc1ncccc1C(=O)N(C)CC1COc2ccccc2O1 (configuration not stated)	-9%	0.1%	1%	1%	7%
COc1ccc(CCC(=O)NCc2cn3ccccc3n2)cc1	3%	1.0%	9%	-6%	30%
F[B-](F)(F)COCc1ccccc1Br	x	i	x	-7%	x
CCOc1ccc(OCc2ccc(C(=O)O)o2)cc1	x	0.3%	2%	-4%	-18%
CCCCCCc1ccc(OC(=O)c2ccncc2)cc1	71%	0.5%	u	-4%	1%
CN1CCN(S(=O)(=O)c2ccc3c(c2)OCCO3)CC1	-3%	1.4%	5%	-23%	1%
CC(C)n1ncc2c(C(=O)N3CCN(Cc4ccc(Cl)s4)CC3)cc(C3CC3)nc21	28%	3.4%	34%	-7%	x
CC1(C)CC(=O)C2=C(C1)N(CC1CCCO1)C(=O)C2(NC(=O)c1cccnc1)C(F)(F)F (configuration not stated)	5%	i	-3%	-2%	-3%
CCOC(=O)Cn1c2ccc(C)cc2c2nc(C)sc21	69%	1.0%	u	1%	19%
COc1ccc(CN2CCN(CC=C(C)C)C(CCO)C2)cc1Cn1cccn1 (configuration not stated)	17%	i	2%	-9%	-8%
CCCS(=O)(=O)N1CCC(C(=O)NCCN2CCC(Cc3ccccc3)CC2)CC1	6%	i	-3%	-18%	-9%
COc1ccc(S(=O)(=O)NC2(C(F)(F)F)N=C3SCCN3C2=O)cc1 (configuration not stated)	-17%	0.7%	-5%	-16%	-8%
COc1ccc(OC)c(C(=O)CSc2nnc(-c3cccs3)n2C)c1	-1%	0.7%	1%	8%	-2%
